CHO-K1 Ca antag: nonselective inhibitor or artifact in parental CHO-K1 cells. ATP-induced calcium, Fluo-8 fluorescence. inhibition, % at 3 µM. 360,000 tested, 0.6% active;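 active = inhibition above a per-plate cutoff, the plate's mean sample inhibition plus 3 SD, cut at about 24% in these data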;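 also: 0% = DMSO plus EC80 ATP and 100% = DMSO alone without ATP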
CHO parental Ca: signal in parental CHO cells, OX1R antagonist counter-screen; AID 463079; 330,000 tested, 0.63% active; inhibition, % at 5.6 µM; parental CHO-K1, ATP-induced calcium, Fluo-8 fluorescence;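 active = inhibition above that plate's mean sample inhibition plus 3 SD, cut at about 26% in these data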;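 also: 0% = ATP-challenged DMSO wells and 100% = DMSO wells without ATP; some compounds past the cut are filed as inactive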
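Material – parental CHO cells · Reagent – ATP stimulus · Compound – single nominal dose of 5.6 µM per compound · Detection – Fluo-8 fluorescence · Read-out basis – percent inhibition of calcium signal · Controls – ATP-challenged DMSO wells low, unchallenged DMSO wells high · Repeats – no replicates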
OXTR potentiator: human OXTR potentiation; 320,000 tested, 0.061% active; CHO-OTR cells, Fluo-8 calcium fluorescence, potentiator mode; 0% = oxytocin EC15, 100% = EC100; P30559; activation, % at 3 µM; AID 2445;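 active = activation above that plate's cutoff, the mean activation of tested compounds plus 3 SD, cut at about 6.6% in these data, passing the limit was not always enough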;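 also: 100% uses oxytocin at 75 nM as the full agonist control; some results filed as inactive read as strong as hits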
Target sequence (P30559 whole entry, looked up): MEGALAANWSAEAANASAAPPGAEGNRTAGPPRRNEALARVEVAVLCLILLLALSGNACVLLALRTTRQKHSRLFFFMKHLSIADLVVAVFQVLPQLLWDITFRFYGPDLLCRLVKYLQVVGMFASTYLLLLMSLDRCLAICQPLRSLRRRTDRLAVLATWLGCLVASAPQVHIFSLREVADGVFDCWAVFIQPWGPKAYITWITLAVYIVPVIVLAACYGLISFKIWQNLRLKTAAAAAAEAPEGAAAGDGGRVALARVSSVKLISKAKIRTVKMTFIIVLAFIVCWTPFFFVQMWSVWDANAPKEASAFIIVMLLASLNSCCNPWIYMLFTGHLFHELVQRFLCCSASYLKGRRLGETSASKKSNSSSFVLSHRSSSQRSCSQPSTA
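test system = CHO-OTR cells, human receptor | compound = single-point 3.0 µM | schedule = 6 min compound pre-incubation at room temperature, 100 s kinetic read | signal = Fluo-8 no-wash calcium dye fluorescence, excitation 470-495 nm, emission 515-575 nm | repeats = single well per compound, singlicate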
TAAR1 agonist: agonists of human TAAR1 | Q96RJ0 | 360,000 tested, 0.99% active | CHO RD-HGA16 TAAR1, Fluo-8 calcium fluorescence; vehicle wells 0%, saturating PEA agonist 100% | activation, % at 3 µM;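 active = activation above the mean activation of all test compounds in the run plus 3 SD, cut at about 38% in these data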
Target sequence (Q96RJ0 whole entry, looked up): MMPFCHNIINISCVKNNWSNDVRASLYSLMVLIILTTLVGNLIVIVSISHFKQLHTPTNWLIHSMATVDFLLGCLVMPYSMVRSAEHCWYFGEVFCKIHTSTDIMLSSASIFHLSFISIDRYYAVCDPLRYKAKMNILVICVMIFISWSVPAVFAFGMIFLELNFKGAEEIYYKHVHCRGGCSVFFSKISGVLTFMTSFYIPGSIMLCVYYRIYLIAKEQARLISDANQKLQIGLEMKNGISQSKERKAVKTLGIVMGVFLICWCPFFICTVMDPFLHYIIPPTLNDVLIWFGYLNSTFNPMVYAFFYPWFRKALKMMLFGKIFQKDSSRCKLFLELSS
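Assay system – CHO-derived RD-HGA16 cells with stable Gα16 and human TAAR1 · Compound dosing – one-point dosing at 3 µM (nominal) · Incubation – 17-24 h seeding, 75 min 37 °C dye, 30 min RT · Measured by – kinetic Fluo-8 calcium fluorescence · Control set – DMSO vehicle as 0%, PEA at EC100 as 100% · Repeats – single well for each compound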
V1R ag counter: counter-screen for oxytocin receptor agonists: human V1a receptor agonists; P37288; CHO-V1R cells, Fluo-8 calcium fluorescence, agonist mode; 0% DMSO, 100% 3 nM vasopressin; activation, % at 3 µM; 320,000 tested, 0.25% active; AID 2797;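 active = activation above the mean activation of all tested compounds plus 3 SD, per screening run, cut at about 20% in these data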;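 also: signal is peak over basal fluorescence ratio across a 100 second FLIPR read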
TAAR1 antagonist: human TAAR1 antagonism; CHO RD-HGA16 TAAR1, Fluo-8 calcium fluorescence, antagonist; Q96RJ0; 360,000 tested, 1.5% active; inhibition, % at 3 µM;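 active = inhibition above a per-plate cutoff, the mean inhibition of test compounds on that plate plus 3 SD, cut at about 49% in these data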;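 also: 0% = DMSO plus EC80 beta-PEA response and 100% = DMSO alone without agonist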
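Assay system: RD-HGA16 CHO cells with stable hTAAR1 and Gα16 / Reagent: EC80 β-phenethylamine stimulus / Doses: 3 µM, single point / Timing: dye loading 75 min at 37 °C, then 30 min room temperature / Measured by: Fluo-8 intracellular calcium dye fluorescence, real-time kinetic reads / Controls: vehicle wells and EC80 agonist wells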
M1 ag: activates human CHRM1 receptor | CHO-K1 hM1, Fluo-8 calcium fluorescence, agonist mode; 0% DMSO, 100% acetylcholine EC100 | 360,000 tested, 0.33% active | P11229 | activation, % at 3 µM;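 active = activation above the run's mean compound activation plus 3 SD, cut at about 16% in these data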;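 also: peak over basal fluorescence ratio within a 140 s kinetic read after compound addition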
CHO-K1 Ca PAM: M1 PAM counterscreen hit in parental CHO-K1 cells | ATP EC20, Fluo-8 calcium fluorescence; 0% at ATP EC20, 100% at ATP max | activation, % at 3 µM | 360,000 tested, 0.02% active;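 active = activation above the run cutoff, the mean activation of all test compounds plus 3 SD, cut at about 40% in these data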;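 also: peak over basal fluorescence ratio in a 140 s read after ATP addition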
M1 ag parental: M1 agonist counterscreen hit in parental CHO-K1 cells; Fluo-8 calcium fluorescence; scaled to maximal ATP response, vehicle zero; activation, % at 3 µM; 360,000 tested, 0.48% active; in the data active = activation above about 15%;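 also: untransfected CHO-K1 host cells lacking M1 receptor as counterscreen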
* marks the source's active call; other numbers are inactive results; . = no result given; & = joins results of further samples.

Results follow in this order: CHO-K1 Ca antag	CHO parental Ca	OXTR potentiator	TAAR1 agonist	V1R ag counter	TAAR1 antagonist	M1 ag	CHO-K1 Ca PAM	M1 ag parental
1) Nc1nc(N)c(N=Nc2ccc(SCC(=O)O)cc2)c(=O)[nH]1
 : -6	-2	1	2	0.6	-14	-1	4	0.2
2) Cc1csc(-c2ccc3cc(Cl)cc(Cl)c3n2)n1
 : -5	.	.	2	.	-10	-3	16	0.3
3) Cc1cc(NC(=O)CSc2nnc(C)c(=O)[nH]2)no1
 : 3	-6	-10	0	0.5	2	0	14	-0.4
4) CCc1nnc(NC(=O)c2ccc(F)c(S(=O)(=O)N3CCCCC3)c2)s1
 : -7	.	.	4	.	-18	1	28	1.8
5) O=C(O)CCc1ccc(-c2ccc(Br)cc2)n1NC(=O)c1ccc([N+](=O)[O-])cc1
 : -10	-5	2	-1	0.4	6	-3	4	-0.2
6) COc1ccc(NC(=O)N2CCN(C(=O)c3ccco3)CC2)c(OC)c1
 : -4	0	-1	3	0.6	-8	-3	11	1.5
7) COc1ccccc1N1CCN(c2ncnc3n[nH]c(Br)c23)CC1
 : -6	.	.	0	.	19	.	6	3.6
8) CCOC(=O)c1[nH]c2ccc(OC)cc2c1NC(=S)N1CCN(c2cccc(C)c2C)CC1
 : 16	-14	-2	2	0.0	29	-8	-3	1.3
9) CCOC(=O)N(C)c1c(CC)nc2c(OCc3cc(Cl)cc(Cl)c3)cccn12
 : -10	.	.	10	.	18	-7	15	2.6
10) COC(=O)/C(=C\c1ccc([N+](=O)[O-])cc1)NC(=O)c1ccccc1
 : 19	.	.	0	.	18	1	-21	-0.3
11) Cc1ccc(-c2cc(C(=O)N/N=C/c3cccnc3)n[nH]2)o1
 : 5	-10	-9	4	0.6	-14	-7	10	0.6
12) COc1ccc(NC(=O)c2ccc(-c3ccc(C(C)=O)cc3)o2)cn1
 : -19	-18	-9	8	2.1	27	-2	16	2.1
13) CC1CCCN(CC(=O)N2c3ccccc3Sc3ccccc32)C1 (configuration not stated)
 : -14	-20	-5	0	-1.3	14	-6	10	1.8
14) O=C(O)CCC(=O)N1CCN(Cc2ccc3c(c2)OCO3)CC1
 : -8	-5	-1	1	1.6	-1	-1	11	0.4
15) Oc1ccc(Cl)cc1N=Nc1ccccc1
 : 0	-3	2	3	-0.5	-6	-4	3	0.1
16) Cc1nnc(SCC(=O)NNC(=O)c2ccco2)n1-c1ccccc1
 : -2	19	3	3	0.5	-17	-6	-7	0.0
17) Cc1nn(Cc2ccccc2)c(C)c1CNC(=O)[C@H](C)N=C1NS(=O)(=O)c2ccccc21
 : -5	-8	1	13	0.1	3	-8	-13	-0.5
18) CC(=O)Nc1ccc(S(=O)(=O)Nc2nc3ccccc3nc2Nc2ccc(N)cc2)cc1
 : 12	0	-1	0	0.6	-8	1	-23	1.5
19) Cc1ccc(N(C)S(=O)(=O)c2cccc(C(=O)Nc3nnc(C4CC4)s3)c2)cc1
 : 1	-7	-5	-1	1.3	-4	-2	5	0.6
20) CCC(CO)Nc1nc2ccc(Cl)cc2c2ccccc12 (configuration not stated)
 : -4	-18	-4	-3	0.4	2	-6	11	1.0
21) CC(OCC(O)CNCC1COc2ccccc2O1)c1ccc(Cl)cc1 (configuration not stated)
 : -4	-10	-8	37	-0.6	3	-5	8	6.1
22) C/C(N)=C(/C#N)C(=O)CSc1nc2ccccc2c(=O)n1CCCO
 : 2	-6	-4	1	1.0	6	-4	19	1.2
23) N#C/C(=C\c1c[nH]c2ccccc12)C(=O)NC1CC1
 : 3	-4	-7	3	-0.5	-9	2	-4	0.2
24) CCc1ccc(NC(=O)CSc2nnc(-c3ccccn3)n2C)cc1
 : -10	-22	-2	4	-0.3	-16	-4	18	0.2
25) CCOC(=O)N1CCN(Cc2ccccn2)CC1
 : -14	-9	-8	14	0.1	-2	-1	2	0.2
26) CCN(C(=O)COC(=O)Cc1ccc(F)cc1)c1c(N)n(Cc2ccccc2)c(=O)[nH]c1=O
 : -7	-15	-5	5	-0.5	13	-2	8	0.0
27) CCc1ccc(N(CC)C(=O)Cc2c(C(=O)O)n(C)c3ccccc23)cc1
 : -18	10	-10	3	0.1	-25	-1	0	2.8
28) CC(=O)C1=C(C)OC(N)=C(C#N)C1c1cc2cc(C)c(C)cc2nc1Cl (configuration not stated)
 : 13	-3	1	20	3.7	-6	-3	-6	-0.4
29) O=C(COc1ccc([N+](=O)[O-])cc1)NNC(=O)Nc1ccc([N+](=O)[O-])cc1
 : 3	3	-5	3	3.8	4	0	-2	0.4
30) COc1cccc(-c2nc(CS(=O)(=O)CC(=O)Nc3ccc(C(C)=O)cc3)c(C)o2)c1
 : -16	-27	-6	0	4.1	0	-2	18	4.1
31) CN(C)c1ccnc2sc3c(=O)n(-c4ccccc4)cnc3c12
 : 4	-2	-2	11	-0.6	-10	1	1	0.3
32) C/C(N)=C(/C#N)C(=O)CSc1nnc(Cc2ccccc2F)n1N
 : -8&-1	-9	-8	4&16	-0.3	-26&-2	-2&-1	1&11	0.1&0.2
33) O=C(C[n+]1ccsc1)c1ccccc1
 : -11	-8	-1	4	0.8	11	0	19	-0.2
34) O=C(NCCN1CCOCC1)c1ccc2c(c1)N(Cc1ccccc1)C(=O)c1ccccc1S2
 : 1	-14	-2	4	1.7	-2	-2	13	0.0
35) C=CCCC(=O)N1CCC(n2nccc2NC(=O)CCCc2ccccc2)CC1
 : -9	-3	-2	0	-0.2	4	-4	-6	0.6
36) COc1cccc(CSc2ccc(S(=O)(=O)N3CCOCC3)cc2C(=O)NCC2CCCO2)c1OC (configuration not stated)
 : -12	-14	-4	2	-0.1	-2	-4	19	0.3
37) CCN(Cc1ccc(C#CCCO)cc1)CC1CCCN(CCc2cccc(OC)c2)C1 (configuration not stated)
 : -19	-28	-8	4	1.2	-3	-10	-1	0.8
38) c1ccc(CCCCN2C(Nc3ccccc3)=NC[C@@H]2Cc2ccccc2)cc1
 : -2	-14	-10	37	4.5	22	-8	5	8.6
39) COc1ccc(C2C(C(=O)c3sc(C)nc3C)=C(O)C(=O)N2CCN2CCOCC2)cc1 (configuration not stated)
 : 3	.	.	11	.	5	-3	11	0.1
40) COc1ccc(OC)c(NC(=O)CSc2nc3c(c(=O)n(C)c(=O)n3C)n2C)c1
 : -12	-5	-4	8	-0.1	-9	-4	6	0.3
41) COc1ccc(S(=O)(=O)N2CCCCC2C)cc1 (configuration not stated)
 : -5	-7	-8	-1	-0.8	-32	-9	4	-0.2
42) CCN1CCN(C(C(=O)NC2CCCC2)c2ccc(Cl)cc2)CC1 (configuration not stated)
 : 4	-12	-6	0	-0.9	2	-11	9	-0.3
43) COc1cccc(NC(=O)CN(C)C(=O)c2cc(S(=O)(=O)Nc3ccccc3OC)ccc2C)c1
 : -21	.	.	5	.	20	-1	7	1.4
44) Cc1nc2ccccc2cc1C(=O)N/N=C/c1ccco1
 : -4	8	2	7	0.9	-13	-5	6	-0.1
45) COc1ccc(C2N(c3cc(Cl)ccc3OC)C(=O)C3CCCN32)cc1 (configuration not stated)
 : 9	-11	5	0	-0.2	-14	-11	4	-0.3
46) COc1cc(C(=O)N/N=C/c2ccc(OC(=O)c3cccc(C)c3)cc2)ccc1O
 : 4	.	.	15	.	80*	3	-5	3.7
47) COc1cccc(CC(=O)OCC(=O)N(C)CC(=O)Nc2ccccc2Cl)c1
 : -12	-8	5	7	0.5	-11	-1	9	0.6
48) CCCCN1C(=O)C(CC(=O)NCCN2CCOCC2)CC(C(=O)N(C)C)=C1C (configuration not stated)
 : -19	.	.	0	.	-9	-2	17	0.8
49) Cc1csc(NC(=O)CCNC(=O)c2ccc([N+](=O)[O-])cc2)n1
 : 23	-2	0	0	1.3	5	-9	-1	-0.3
50) Cc1cn(CC(=O)NCc2ccc(N(C)C)cc2)c(=O)[nH]c1=O
 : -5	.	.	2	.	-2	-4	-3	0.1
51) O=C(O)c1cccnc1SCc1cn2cc(Cl)ccc2n1
 : -14	-4	-1	1	-0.2	-5	-4	22	0.8
52) CCOC(=O)C1=C(C)Nc2ccccc2N=C1NC(=O)CCCN1C(=O)c2ccccc2C1=O
 : -5	-35	-2	1	1.0	4	-2	13	0.5
53) C[C@@H]1CN([C@H](C)CO)C(=O)c2cc(NC(=O)NC3CCCCC3)ccc2O[C@H]1CN(C)S(C)(=O)=O
 : -10	-2	-3	10	1.1	8	-2	-2	0.5
54) CN(C)/C=N/c1nc2ncc(-c3ccc(Cl)cc3)c(/N=C/N(C)C)n2n1
 : 6	-7	-6	2	-0.7	-15	-2	-10	0.4
55) CC(Cc1ccccc1)N1C(=O)c2cccc([N+](=O)[O-])c2C1=O (configuration not stated)
 : -10	-13	-16	-4	0.6	-18	-8	-6	-0.4
56) CCCCCCCCN1C(=O)[C@H](CC(=O)NCc2cccc3ccccc23)C[C@@]2(C(=O)OCC)CCCC=C12
 : -1	.	.	1	.	-9	.	0	0.6
57) CCOc1cc(C(=O)NCc2nnc(SCC(=O)OC)n2C)cc(OCC)c1OCC
 : -7	-12	-4	7	0.8	-3	-6	3	-0.3
58) COc1ccccc1C(=O)N/C(=C/c1ccccc1)C(=O)Nc1ccc(C(=O)O)cc1
 : -2	1	4	2	1.4	12	-6	0	-0.3
59) O=C(COc1coc(CN2CCN(c3ccc(F)cc3)CC2)cc1=O)NC1CCCCC1
 : 6	.	.	0	.	-18	0	-22	0.2
60) C=CCn1c(=O)c2c(nc3n2CCCN3Cc2ccccc2)n(C)c1=O
 : -23	-11	-2	0	0.8	-14	-1	15	1.9

The list continues:
Results follow in this order: CHO-K1 Ca antag	CHO parental Ca	OXTR potentiator	TAAR1 agonist	V1R ag counter	TAAR1 antagonist	M1 ag	CHO-K1 Ca PAM	M1 ag parental
61) Cc1ccsc1C(=O)Nc1nnc(-c2ccco2)o1
 : -2	5	5	8	0.7	7	-4	11	0.0
62) Cc1ccc(S(=O)(=O)NCCCNC(=O)OCc2ccccc2)cc1
 : -2	.	.	-1	.	-6	1	7	2.0
63) Cc1ccc(NC(=O)CSc2nc(-c3ccco3)cc(C(F)(F)F)n2)cc1C
 : -19	-20	-2	6	-0.8	4	-3	23	-0.1
64) Cc1cccc(NC(=O)C2CC(=O)N(c3ccc4c(c3)OCCO4)C2)n1 (configuration not stated)
 : -10	-3	2	3	0.4	-17	3	15	0.8
65) Cc1ccc([C@@H]2C[C@H]3CN(Cc4cccc(Cl)c4)C(=O)[C@]34CCCN24)o1
 : 3	-23	-1	-1	-1.3	-13	-7	-9	0.1
66) CC(=O)c1c(C)oc2c1cc(NS(=O)(=O)c1ccc(C(=O)O)cc1)c1ccccc12
 : 4	3	-10	2	-0.8	4	-3	4	0.0

Screening results from PubChem BioAssay.
